# High-throughput results as filed in PubChem BioAssay.
# HUVEC tox TNFa: toxic to HUVEC cells under TNF alpha stimulation; cell count reduction, % at 2 µM; 93,000 compounds, 0.17% hits; AID 848; HUVEC TNFalpha-stimulated, Hoechst cell count, imaging;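 active means cell count reduction exceeding the screen mean by over 5 SD, scaled to untreated wells per plate, cut at about 78% in these data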;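 further: cells counted after 24 h of TNF alpha exposure following the 1 h pretreatment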
# HUVEC tox IL1B: HUVEC cytotoxicity counter-screen, IL-1B stimulated. 94,000 compounds, 0.41% hits. HUVEC cell count loss, Hoechst imaging. cell count reduction, % at 2 µM;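 active means cell count reduction more than 3 SD above the screen-wide mean, cut at about 70% in these data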;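 further: normalized per plate to untreated control cells as the no-loss baseline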
# sEH inh: soluble epoxide hydrolase (human) inhibition; AID 707; P34913; recombinant human sEH enzymatic activity assay; 91,000 compounds, 0.34% hits; inhibition, % at 2 µM; in the data active means inhibition above about 80%; further: values of inactives mirror those of a sister screen read the other way; many of its hits are not listed in these tables
# Target sequence (P34913 whole entry, looked up): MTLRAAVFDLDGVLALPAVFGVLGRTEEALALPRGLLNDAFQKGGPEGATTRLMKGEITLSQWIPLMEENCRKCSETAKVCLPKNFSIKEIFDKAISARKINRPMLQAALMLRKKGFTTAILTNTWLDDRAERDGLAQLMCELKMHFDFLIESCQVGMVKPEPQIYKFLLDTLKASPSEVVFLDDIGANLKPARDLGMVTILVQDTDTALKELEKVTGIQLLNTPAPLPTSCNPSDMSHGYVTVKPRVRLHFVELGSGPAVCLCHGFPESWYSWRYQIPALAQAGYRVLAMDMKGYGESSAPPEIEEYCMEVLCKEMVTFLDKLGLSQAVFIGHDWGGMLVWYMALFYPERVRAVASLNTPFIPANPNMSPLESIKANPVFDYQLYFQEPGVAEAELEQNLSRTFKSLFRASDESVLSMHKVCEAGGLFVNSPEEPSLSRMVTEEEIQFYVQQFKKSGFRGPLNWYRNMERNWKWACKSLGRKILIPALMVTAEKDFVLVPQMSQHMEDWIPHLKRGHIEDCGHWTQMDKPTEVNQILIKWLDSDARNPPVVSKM
# Ecoli WT expand: growth inhibitors of E. coli BW25113 wild type | OD600 absorbance | growth inhibition, % at 100 µM | 98,000 compounds, 0.15% hits | AID 710;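 active means growth inhibition above about 50% at one test dose, limit read from the data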;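 further: growth measured after 20 h incubation at 37 °C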
# VCAM1 TNFa inh: reduces TNF alpha induced VCAM1 expression in HUVEC; HUVEC TNFa-induced VCAM-1 immunofluorescence, high-content imaging; inhibition, % at 2 µM; 95,000 compounds, 0.48% hits;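 active means inhibition above the batch mean plus 3 SD, with images confirmed as a hit by eye, cut at about 37% in these data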;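 further: 0% = TNF-stimulated DMSO wells and 100% = unstimulated control wells; not every result past the cut was called active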
# Plk1 PBD FP: blocks phosphopeptide binding to human Plk1 polo box domain. P53350. Plk1 PBD phosphopeptide binding, fluorescence polarization. inhibition, %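 (tested at about 20 µM)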. 97,000 compounds, 0.13% hits; in the data active means inhibition above about 34%, passing the limit was not always enough
# F-actin modifier: modifiers of cytoskeleton assembly; HUVEC TNFa F-actin phalloidin imaging, high content; inhibition, % at 2 µM; 91,000 compounds, 0.18% hits; AID 836;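 active means inhibition above the batch mean plus 3 SD and confirmed as a hit by visual image inspection, cut at about 30% in these data, passing the limit was not always enough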; further: strong numbers were not always called active
# DAT uptake mod: human DAT dopamine uptake with cocaine, either direction | AID 449768 | B-score at 10 µM | Q01959 | LLC-PK1 hDAT cells, [14C]-dopamine uptake with cocaine IC80; actives deviate in either direction | 110,000 compounds, 1.3% hits;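 active means Z score or B-score, a plate-position-corrected score, falls beyond the plate's 99.7% confidence bounds, in either direction; inactive means both scores lie inside the 99.7% bounds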;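 further: scored against the spread of the other compound wells on the same plate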
# PLK1 inh: inhibitors of human PLK1 kinase; 97,000 compounds, 0.53% hits; inhibition, % at 10 µM; recombinant PLK1 kinase, TR-FRET peptide phosphorylation; AID 619;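 active means inhibition of 50% or more in the single-concentration screen; inactive means inhibition below 50%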;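 further: 0% = DMSO max control and 100% = H-89 dihydrochloride min control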
# An asterisk follows results filed as active; / = no result given. Not a hit list. Share with any hit: about 3.4%.
1. O=S(=O)(c1ccccc1)N1CCN(C2CCCCCCC2)CC1
2. CCC(=O)Nc1ccc(Cl)c(NC(=O)c2cccnc2)c1
3. Cc1cc(=O)[nH]c(N2CCN(C(c3ccccc3)c3ccccc3)CC2)n1
4. COc1ccc(Cc2nc3ccc(S(N)(=O)=O)cc3[nH]2)cc1OC
5. COc1ccc(OCCCc2c(C)n[nH]c2C)cc1
6. CCc1ccccc1NC(=O)/C(=C/c1ccccc1)c1ccccc1
7. Cc1ccc(NC(=O)Cn2nnc(C(=O)NCc3ccccc3)c2N)cc1C
8. COc1cccc(NC(=O)COc2ccc(C)cc2)c1
assay / compound	1	2	3	4	5	6	7	8
HUVEC tox IL1B	-70	-40	-25	0	9	-16	4	18
HUVEC tox TNFa	3	-10	-4	/	4	-3	-12	12
F-actin modifier	5	0	24	25	-11	-45	3	-19
sEH inh	9	13	6	-4	-8	-12	-2	-3
Plk1 PBD FP	-8	18	14	-28	6	-15	2	-9
VCAM1 TNFa inh	16	11	16	-46	11	11	3	0
DAT uptake mod	-0.11	-0.18	0.11	0.86	/	-0.98	-0.06	0.2
Ecoli WT expand	1	7	-4	-1	4	-5	-13	/
PLK1 inh	-12	-4	-6	-7	0	-10	-11	-3

9. CC(C)OC(=O)CSc1nc(-c2ccc(F)cc2)cc(C(F)(F)F)n1
10. COc1cnc(-c2ccccc2)nc1Oc1cccc(C)c1
11. C(=N\n1cnnc1)/c1ccc(OCc2cccc3ccccc23)cc1
12. CCOC(=O)C1=C(C)N=c2s/c(=C\C(=O)OC)c(=O)n2C1c1ccc(OC)cc1 (stereo unspecified)
13. CCn1c(SCC(=O)NC2CCCC2)nnc1-c1c[nH]c2ccccc12
14. Cc1nc2c(-c3ccc(F)cc3)c(C)nn2c(C)c1CCC(=O)N1CCN(c2ccc(F)cc2)CC1
15. CC1=CC(C)(C)N(C(=O)CN2C(=O)c3ccccc3C2=O)c2ccccc21
16. COc1cc(SC)ccc1C(=O)Nc1ccccc1
assay / compound	9	10	11	12	13	14	15	16
HUVEC tox IL1B	-29	-60	-15	2	-7	-1	/	-3
HUVEC tox TNFa	-18	-13	-20	-15	-28	-23	-12	3
F-actin modifier	6	39	4	-31	6	-5	17	16
sEH inh	-2	2	-18	4	/	7	/	6
Plk1 PBD FP	5	27	-14	3	-20	6	-14	7
VCAM1 TNFa inh	-20	21	4	-37	-1	1	1	4
DAT uptake mod	0.39	0.086	/	-1.3	-0.0079	0.41	0.8	0.45
Ecoli WT expand	/	8	-13	3	4	-6	11	-3
PLK1 inh	-13	-7	-11	3	11	-12	-19	0

# Rewritten bar-delimited: part of the list above.
cpd | SMILES | HUVEC tox IL1B | HUVEC tox TNFa | F-actin modifier | sEH inh | Plk1 PBD FP | VCAM1 TNFa inh | DAT uptake mod | Ecoli WT expand | PLK1 inh
16 | COc1cc(SC)ccc1C(=O)Nc1ccccc1 | -3 | 3 | 16 | 6 | 7 | 4 | 0.45 | -3 | 0
11 | C(=N\n1cnnc1)/c1ccc(OCc2cccc3ccccc23)cc1 | -15 | -20 | 4 | -18 | -14 | 4 | / | -13 | -11
1 | O=S(=O)(c1ccccc1)N1CCN(C2CCCCCCC2)CC1 | -70 | 3 | 5 | 9 | -8 | 16 | -0.11 | 1 | -12
8 | COc1cccc(NC(=O)COc2ccc(C)cc2)c1 | 18 | 12 | -19 | -3 | -9 | 0 | 0.2 | / | -3
14 | Cc1nc2c(-c3ccc(F)cc3)c(C)nn2c(C)c1CCC(=O)N1CCN(c2ccc(F)cc2)CC1 | -1 | -23 | -5 | 7 | 6 | 1 | 0.41 | -6 | -12
7 | Cc1ccc(NC(=O)Cn2nnc(C(=O)NCc3ccccc3)c2N)cc1C | 4 | -12 | 3 | -2 | 2 | 3 | -0.06 | -13 | -11

# The list continues.
17. COCc1cc(C)nc(Nc2cc(C)ccc2C)c1C#N
18. COc1ccccc1N1C(=O)C2CC(C)=C(C)CC2C1=O (stereo unspecified)
19. CC(=O)CC(=O)Nc1cccc2c1CCCC2
20. CCOC(=O)COc1ccc(S(=O)(=O)N2CCN(c3ccccc3F)CC2)cc1
21. O=C(O)CCc1ccc(-c2cccs2)n1CC1CCCO1 (stereo unspecified)
22. C=C(C)CN(CC)c1nc(N)c2c(N)nc3c(c2c1C#N)CC(=O)N3C12CC3CC(CC(C3)C1)C2
23. CCOC(=O)NC1(NCC(C)C)Oc2ccccc2O1
24. Cc1cccc2c(=O)c(C(=O)NCc3cccs3)c[nH]c12
assay / compound	17	18	19	20	21	22	23	24
HUVEC tox IL1B	/	-47	17	-35	-23	12	13	25
HUVEC tox TNFa	-20	-32	-13	-9	10	-10	-18	-19
F-actin modifier	7	12	42	-4	16	-1	-46	-3
sEH inh	/	3	0	-18	-8	4	10	20
Plk1 PBD FP	-12	-3	18	-12	8	18	-6	3
VCAM1 TNFa inh	17	8	-4	-1	-2	9	-6	3
DAT uptake mod	-1.5	0.13	0.51	-0.095	-1.3	-0.35	-0.4	-0.72
Ecoli WT expand	4	5	9	-11	-8	-14	8	/
PLK1 inh	-21	13	-4	-20	-9	-16	-11	-7

25. O=C(NNC(=O)C1CC1c1ccccc1)Nc1cccc(Cl)c1 (stereo unspecified)
26. Cc1cc(NC(=O)c2ccccc2)ncc1NC(=O)c1ccco1
27. COc1ccc(-n2c(C)cc(C(=O)NC3CCCCC3)c2C)cc1
28. Cc1c(C#N)c(N=CN(C)C)c(C(=O)c2ccccc2)n1-c1ccccc1
29. CCn1c(CCn2ccnc2C)n[nH]c1=S
30. Cc1ccc(NC(=O)N2CCCC2C(=O)NCCC2=CCCCC2)cc1 (stereo unspecified)
31. CCCC(=O)Nc1c2c(nn1-c1ccc(OC)cc1)CS(=O)C2 (stereo unspecified)
32. COC(=O)c1cccc(NC(=O)C2C3CCC(C3)C2C(=O)O)c1 (stereo unspecified)
assay / compound	25	26	27	28	29	30	31	32
HUVEC tox IL1B	-31	-8	28	-4	-8	0	-13	-150
HUVEC tox TNFa	-3	-2	8	6	3	1	-4	-10
F-actin modifier	-7	-5	-19	2	-16	4	1	-4
sEH inh	10	/	16	-2	6	26	0	-16
Plk1 PBD FP	30	-7	47	14	-16	17	-39	-23
VCAM1 TNFa inh	-3	4	9	-22	-3	8	1	-2
DAT uptake mod	-0.6	1.1	1.2	-0.072	0.11	-0.96	-1.2	-0.29
Ecoli WT expand	4	4	8	-6	-2	3	-4	0
PLK1 inh	-1	8	-11	-11	-14	-7	-8	-9

33. CCOC(=O)c1oc2ccccc2c1NC(=O)c1ccc(S(=O)(=O)N2CCCC2)cc1
34. COc1ccc(-c2nsc(SCC(=O)Nc3cc(C)on3)n2)cc1
35. O=C(CSC1=NCCS1)NCc1ccco1
36. CCS(=O)(=O)c1ccc2oc(SCC(=O)NC34CC5CC(CC(C5)C3)C4)nc2c1
37. CN(C(=O)CC(NC(=O)c1ccccc1)(c1ccccc1)c1ccccc1)c1ccccc1
38. CC(C)CCNC(=O)NC(=O)Cn1cc(C(F)(F)F)ccc1=O
39. COc1ccc2c(c1)C1(C)CC(C)(C)N2C(=O)N1c1ccccc1 (stereo unspecified)
40. Cc1ccc(C)c(S(=O)(=O)N2CCN(CC(=O)Nc3cc(C)on3)CC2)c1
assay / compound	33	34	35	36	37	38	39	40
HUVEC tox IL1B	-9	-41	-11	6	-46	10	-28	-1
HUVEC tox TNFa	-23	-18	-17	-11	4	-33	-23	-2
F-actin modifier	1	10	4	/	-5	12	3	20
sEH inh	-1	-2	1	7	7	9	22	1
Plk1 PBD FP	18	28	-3	-15	9	-28	7	-8
VCAM1 TNFa inh	-8	8	17	19	-1	-8	23	2
DAT uptake mod	-0.6	-0.42	-0.99	1.5	-0.36	-0.052	0.04	0.89
Ecoli WT expand	-4	-1	-3	3	-17	2	-3	0
PLK1 inh	-5	-11	-9	-3	-4	0	-1	-8

41. O=C(Nc1cccc(C(F)(F)F)c1)c1cnc2n(c1=O)CCS2
42. Cc1cc2c(ccc3[nH]onc32)n1
43. Cc1cccc(NCCNc2cccc(C)c2)c1
44. Cc1nn(-c2ccccc2)c2sc(C(=O)NNC(=O)COc3cccc4ccccc34)cc12
45. CC(C)(NO)/C(=N/O)c1ccc(Br)cc1
46. CC(CN(C(N)=O)c1ccccc1O)C(=O)O (stereo unspecified)
47. O=C(Nc1ccccc1NC(=O)c1c(F)c(F)c(F)c(F)c1F)c1c(F)c(F)c(F)c(F)c1F
48. CC12CC(NC(=O)N1c1cccc(C(=O)N3CCN(c4ccccc4)CC3)c1)c1ccccc1O2 (stereo unspecified)
assay / compound	41	42	43	44	45	46	47	48
HUVEC tox IL1B	-7	-5	-19	-14	-33	-10	16	7
HUVEC tox TNFa	-11	-2	-37	/	-27	-22	22	-22
F-actin modifier	14	14	-6	0	-10	4	-20	-4
sEH inh	12	-8	-6	4	-4	3	-14	-4
Plk1 PBD FP	25	3	-5	-12	-16	-14	-1	-15
VCAM1 TNFa inh	-3	14	11	-26	-6	4	16	-5
DAT uptake mod	0.21	-0.65	-1.2	-0.15	-0.56	-0.0092	1.6	0.8
Ecoli WT expand	-6	27	14	-3	3	-1	-9	6
PLK1 inh	-20	72*	-11	-2	-11	-4	-21	-5

49. COc1ccccc1N1C(=O)CC(N2CCc3ccccc32)C1=O (stereo unspecified)
50. COc1ccc(OC)c2sc(NC(=O)C3CC3)nc12
51. Oc1ccccc1/C=N/c1c(-c2ccco2)nc2ccccn12
52. Oc1ccc(Br)cc1CNn1cnnc1
53. Cc1cc(N)c(-n2cc3c(=O)n(C)c(=O)n(C)c3c2)cc1C
54. COc1cccc(C2NC(=O)NC(C)=C2C(=O)OCCSC)c1OC (stereo unspecified)
55. Cc1cc(C)cc(OC(=O)CS(=O)c2ccc(C(F)(F)F)cc2[N+](=O)[O-])c1 (stereo unspecified)
56. CCn1c(Cn2nnc(-c3ccccc3)n2)nnc1SCC(=O)N1CCOCC1
assay / compound	49	50	51	52	53	54	55	56
HUVEC tox IL1B	14	-4	31	-26	/	-23	4	-14
HUVEC tox TNFa	17	-34	-24	-9	/	-14	-21	-17
F-actin modifier	-11	19	4	-8	/	27	-1	-3
sEH inh	-22	4	7	7	-8	/	-7	-6
Plk1 PBD FP	-9	-12	-38	-6	-8	-19	3	-2
VCAM1 TNFa inh	-8	3	-15	10	/	1	18	19
DAT uptake mod	1.1	-0.017	-1	-0.97	0.22	0.39	0.88	0.1
Ecoli WT expand	1	-2	5	3	8	/	3	5
PLK1 inh	-19	-1	-22	-10	4	-6	-13	-17

57. C=CCn1c(COc2cccc3cccnc23)nnc1SCC(=O)O
58. CC(C)c1[nH]nc2c1C(c1cccnc1)C(C#N)=C(N)O2 (stereo unspecified)
59. Cc1nc(CC(=O)Nc2nc(C(C)(C)C)cs2)cs1
60. CCc1sc(-c2c(C#N)c(N)nc3c2CCCCCC3)cc1[N+](=O)[O-]
61. CCc1c(C)sc(NC(=O)c2cc(C)no2)c1C#N
62. COc1cccc(C(=O)N/N=C2/SCC(=O)N2CCc2ccc(OC)c(OC)c2)c1
63. CC(NCC(O)COCc1cccs1)C1CC2CCC1C2 (stereo unspecified)
64. Cc1ccc2nc(SCc3nnc(-c4cccs4)o3)[nH]c2c1
65. Cc1nnc2ccc(Oc3ccc(-c4ccccc4)cc3)nn12
66. CCc1ccc(N(CC(=O)NC)S(C)(=O)=O)cc1
assay / compound	57	58	59	60	61	62	63	64	65	66
HUVEC tox IL1B	-3	27	-29	-28	-54	23	-9	/	-9	-20
HUVEC tox TNFa	16	-7	-26	9	-18	-8	4	-6	0	-3
F-actin modifier	-13	-15	8	-16	2	-8	/	15	-5	9
sEH inh	-14	-8	-4	2	1	22	10	10	3	-2
Plk1 PBD FP	17	-4	-33	-28	4	36	-17	-5	-18	-21
VCAM1 TNFa inh	20	13	-16	-9	9	2	12	5	-2	12
DAT uptake mod	-0.15	1.6	1.5	-1	-0.86	0.25	0.78	1.6	-0.9	-0.59
Ecoli WT expand	-3	2	8	-13	0	-5	3	6	7	1
PLK1 inh	-15	-4	0	-5	-20	-1	-15	-3	5	-14
